# Bioassay records as filed in PubChem.
# Akt phos inh: blocks phosphorylation of Akt; Neuro2A IGF-stimulated pAkt S473 HTRF, 20 min; active compounds read low; activity change, % for hits at 50 µM; hit rate 0.32% among 360,000; AID 651550; in the data active = activity change below about -80%; inconclusive = mostly about -51% to -80%; also: % is scaled to controls: 0 for no effect and ±100 for the full control effect
#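 Neuro2A cells in DMEM with 0.5% FBS, overnight at 37 deg C, given compound at single 50 µM final, then IGF (6 nM final) for 20 min at 37 deg C. Lysed; phospho-Akt Ser473 by HTRF after 24 h, 665/615 ratio.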
# FUS yeast rescue: rescues growth of FUS-expressing yeast; S. cerevisiae FUS-expressing, growth rescue, OD600, 24 h; Potency, µM (doses to about 76.6 µM), inactives show at the top dose growth rescue (activation), actives largely listed as activators; hit rate 0.24% among 390,000;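 also: potency is read from the fitted curve at half-maximal effect; plate controls were DMSO vehicle for no effect and reference control for full effect; nearly all actives have a fitted effect of over 55% in size; some results filed as inactive show a strong effect at the top dose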
#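 S. cerevisiae expressing FUS from galactose induction served as the toxicity model. Growth after 24hr at 30C, read as absorbance at 600 nm, indicates suppression of toxicity; compounds dosed at several concentrations.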
# Abeta yeast res: compounds reversing amyloid beta toxicity in yeast; yeast expressing A-beta42, growth rescue, OD600, 48 h; response scale: 0% DMSO, 100% iron-clioquinol control; Potency, µM (titrated, usually from 46.1 µM), for inactives: at the top dose growth rescue, usual class: activators; hit rate 0.063% among 410,000; also: potency is read from the fitted curve at half-maximal effect; nearly all actives have a fitted effect of over 55% in size
#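 Yeast growth medium received pinned compounds, then yeast cells expressing toxic A-beta were added; plates incubated at 30 C for 48 hr. Growth read as absorbance at 600 nm, normalized to DMSO and equimolar FeCl3 plus clioquinol controls.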
# PTHR1 agonist: activates the human parathyroid hormone receptor PTHR1 | Q03431 | HEK293 GP2 PTHR1 cells, GloSensor cAMP luminescence, 1 h | Potency, µM (top dose mostly 115 µM), without a hit: top-dose activation, usual class: activators | hit rate 0.075% among 410,000; also: potency is read from the fitted curve at half-maximal effect; nearly all actives have a fitted effect of over 55% in size; some results filed as inactive show a strong effect at the top dose; inactives centre near -15; many of its hits are not listed in these tables
#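 HEK-293-derived GP2 cells expressing PTHR1 and a GloSensor cAMP reporter, 3,000/well, plated overnight, given luciferin plus IBMX (each 0.5 mM as added) for 1 h at 37 °C, then compound for 1 h at 37 °C. Luminescence was read after 15 min at room temperature.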
# TDP-43 yeast inh: rescues yeast growth from TDP-43 toxicity; TDP-43 expressing yeast growth rescue, BacTiter-Glo, 24 h; Potency, µM (titrated, usually from 46.1 µM), for inactives: at the top dose growth rescue (activation), usual class: activators; hit rate 1.8% among 410,000; AID 652104; also: potency is read from the fitted curve at half-maximal effect; % of control where 0% means no effect; nearly all actives have a fitted effect of over 50% in size
#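 Growth rescue of TDP-43-toxic yeast measured as ATP luminescence (BacTiter-Glo). Cells grown to mid-log in raffinose, induced in galactose at OD600=0.02, exposed to compound 24 hr at 30 deg C.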
# GLP-1R inv ag: inverse agonists of human GLP-1 receptor. Potency, µM (series often up to 38.3 µM), without a hit: at the highest dose activity change, negative = inhibition, usual class: inhibitors. HEK293 GLP-1R CRE-luciferase, luminescence, 24 h; GLP-1R form is constitutively active. hit rate 1.6% among 410,000; also: potency is read from the fitted curve at half-maximal effect; % is scaled to controls: 0 for no effect and ±100 for the full control effect; nearly all actives have a fitted effect of over 55% in size
# Target sequence (P43220 whole entry, looked up): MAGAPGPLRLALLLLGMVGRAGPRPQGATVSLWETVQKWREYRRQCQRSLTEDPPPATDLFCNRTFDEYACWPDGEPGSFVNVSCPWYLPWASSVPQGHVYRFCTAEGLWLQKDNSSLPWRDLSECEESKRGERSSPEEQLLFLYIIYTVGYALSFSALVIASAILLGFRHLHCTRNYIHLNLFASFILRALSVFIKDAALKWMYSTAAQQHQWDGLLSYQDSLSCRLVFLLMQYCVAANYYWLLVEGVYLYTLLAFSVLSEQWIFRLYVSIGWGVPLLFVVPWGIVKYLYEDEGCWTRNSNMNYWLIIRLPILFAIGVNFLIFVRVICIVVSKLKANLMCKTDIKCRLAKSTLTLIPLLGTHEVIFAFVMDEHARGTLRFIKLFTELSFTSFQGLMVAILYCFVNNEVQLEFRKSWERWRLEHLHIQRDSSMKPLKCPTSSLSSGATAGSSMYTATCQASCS
#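 Assay principle: reduced luminescence from a cAMP-responsive reporter in HEK293 cells co-expressing a constitutively active GLP-1R. Conditions: 24 hr compound incubation, 37 deg C, 5% CO2.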
# HEK293 tox: cytotoxic in the GLP-1 receptor inverse agonist counter-screen | HEK293 cAMP-luciferase reporter cells, luminescence, 24 h | Potency, µM (titrated, usually from 38.3 µM), inactives show top-dose activity change, negative = inhibition, usual class: inhibitors | hit rate 0.13% among 410,000 | AID 624418;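 also: loss of luciferase light is scored as toxicity; potency is read from the fitted curve at half-maximal effect; % is scaled to controls: 0 for no effect and ±100 for the full control effect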
#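 MLSMR compounds, 24 hr on cells at 37 deg C/5% CO2; luminescence after luciferase reagent (12 min RT). Inhibition counted as the undesired cytotoxic outcome.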
# Mm-Cpn inhibitor: M. maripaludis TRiC chaperonin inhibition. hit rate 0.031% among 330,000. Potency, µM (titrated, usually from 76.9 µM), inactives show top-dose activity, negative = inhibition, hits mostly inhibitors. AID 504842. purified Mm-Cpn ATPase, ADP Transcreener TR-FRET; also: potency is read from the fitted curve at half-maximal effect; % is scaled to controls: 0 for no effect and ±100 for the full control effect; nearly all actives have a fitted effect of over 80% in size
#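 ATPase read-out: TR-FRET ADP immunoassay (anti-ADP Eu cryptate vs ADP-d2), ex 320 nm, em 590/665 nm; signal drops as ADP forms. Enzyme 25 nM, ATP 10 uM, 30 min at 37°C after 10 min compound preincubation.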
# aSyn rescue: rescues yeast growth from alpha-synuclein toxicity; Yeast expressing alpha-synuclein, growth rescue, BacTiter-Glo, 24 h; hit rate 0.14% among 370,000; Potency, µM (series often up to 46.1 µM), without a hit: at the top dose growth rescue (activation), hits mostly activators; also: potency is read from the fitted curve at half-maximal effect; % of control where 0% means no effect; nearly all actives have a fitted effect of over 65% in size
#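 Rescue of yeast growth: cells expressing toxic alpha-synuclein, induced in galactose at OD600 0.02, incubated with compound 24 h at 30 C. ATP luminescence quantified growth; inhibitors of toxicity appear as activators.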
# The depositor's hits bear a star; i = inactive; ? = inconclusive; . = no result given; & = joins results of further samples; [ ] = dose if it differs, or a comment. Unless noted, calls follow the shape of the dose curve; as a rule, active = well fitted curve in the direction sought with a large enough effect; inconclusive = small, poorly fitted or top-dose-only effect, or another doubt; inactive = no such curve, though single readings can be large; an effect the other way counts as inactive or inconclusive. A portion of the library; count on the stated rates, not on these rows.
SMILES,Akt phos inh,FUS yeast rescue,Abeta yeast res,PTHR1 agonist,TDP-43 yeast inh,GLP-1R inv ag,HEK293 tox,Mm-Cpn inhibitor,aSyn rescue
Cc1cc(C)cc(OCC(=O)Nc2ccc3c(c2)C(=O)c2ccccc2C3=O)c1,i,21%,-10%,-1%,1%,11%,10%,-3%,-2%
Cc1nnc(SCC(=O)NNC(=O)COc2ccc(Cl)cc2)s1,i,-6%,0%,i,16%,-5%[0.307 µM],-6%[0.307 µM],1%,3%
O=c1cc(-c2ccccc2)c2cc(Cl)ccc2[nH]1,i,-31%,-6%,-4%,-8%,3%,-2%,-1%,2%
Cc1ccccc1C(=O)NCCc1csc(-c2ccc(C(F)(F)F)cc2)n1,.,39%,6%,-22%,22%,4%,1%,.,.
Cc1cc(=O)n2nc(N3CCCC3C(=O)NCc3ccccn3)sc2n1 (configuration not stated),i,-13%,4%,i,9%,3%,-11%,0%,-4%
COc1cccc(-n2nnnc2SCC(=O)N2CCCc3ccccc32)c1,.,30%,-18%,?,?,0%,0%,-1%,16%
O=C1CCCC/C=C\C[C@H](CC(=O)N(CCO)Cc2ccccc2)C(=O)NC[C@H](c2ccccc2)O1,i,13%,-6%,i,0%,2%,1%,2%,-5%
O=C(CSc1ncc(CO)n1Cc1ccc(F)cc1)NCc1ccco1,.,-9%,-23%,-40%[inhibitor],-20%,-3%,-1%,.,1%
CN(CC(O)CN1CCOCC1)S(=O)(=O)O (configuration not stated),i,-34%&-24%,-8%&-12%,-7%,4%&-15%,8%&-8%,3%&-1%,3%&3%,4%&-8%
Cc1nnc(SCC2=C(C(=O)O)N3C(=O)C(NC(=O)COc4ccccc4)C3SC2)s1 (configuration not stated),i,31%,8%,-21%,-20%,13%,9%,-2%,2%

# An excerpt from above with just GLP-1R inv ag and Akt phos inh.
structure	GLP-1R inv ag	Akt phos inh
O=C1CCCC/C=C\C[C@H](CC(=O)N(CCO)Cc2ccccc2)C(=O)NC[C@H](c2ccccc2)O1	2%	i
CN(CC(O)CN1CCOCC1)S(=O)(=O)O (configuration not stated)	8%&-8%	i

# Other records follow:
SMILES,Akt phos inh,FUS yeast rescue,Abeta yeast res,PTHR1 agonist,TDP-43 yeast inh,GLP-1R inv ag,HEK293 tox,Mm-Cpn inhibitor,aSyn rescue
O=C(NCc1ccccc1F)C1CCCN1C(=O)Nc1cccc(F)c1 (configuration not stated),i,-6%,-1%,-22%,-4%,-22%,-9%,0%,-2%
c1ccc(-c2noc(CN3CCN(c4ccccc4)CC3)n2)cc1,i,-3%,?,-14%,?,-21%,3%,3%,4%
COc1ccc(CC(=O)NNS(=O)(=O)c2ccccc2[N+](=O)[O-])cc1OC,i,13%,-2%,-4%,-1%,6%,6%,1%,-4%
Cc1sc(NC(=O)C2=COCCO2)nc1-c1ccc(Cl)cc1,i,-3%,-1%,-22%,24%,14%,-23%,-6%,4%
O=C(NCCc1ccc(Cl)cc1)C1CCC(CNc2c(N3CCCCC3)c(=O)c2=O)CC1 (configuration not stated),i,6%,2%,-3%,21%,13%,-14%,0%,3%
COc1cccc(OCc2cc(C(=O)NCc3ccc4c(c3)OCO4)no2)c1,i,?,.,-12%,?,?,-3%,0%,-8%
Cc1ccc(SCCNC(=S)Nc2cc(C)cc(C)c2)cc1,i,-11%,19%[9.22 µM],-36%[inhibitor],?,7.9µM*,?,2%,-11%
Cc1cccn2c(=O)c3cc(C(=O)NC(C)C)n(C)c3nc12,.,-26%,7%,-33%[inhibitor],?,18%,-11%,.,.
COc1cccc(NC(=O)CN(c2cccc(C(F)(F)F)c2)S(C)(=O)=O)c1,i,13%,13%,-28%,2%,?,-5%,1%,0%
Cc1nc2c(C(=O)NCCC(C)C)c[nH]n2c(=O)c1Cc1ccccc1F,.,29%,15%,-8%[57.5 µM],-20%,?,?,0%,22%
Cc1ccc(S(=O)(=O)N(C)C)cc1NC(=O)COC(=O)CCCOc1ccccc1,i,15%,-4%,i,4%,22%,-4%,1%,-2%
Cc1ccc(CNC(=O)C2CCN(S(=O)(=O)c3ccc4c(c3)CC(C)N4C(=O)C3CCC3)CC2)o1 (configuration not stated),i,43%,.,-8%,16%,-15%,-5%,-2%,4%
CC(=O)NC(c1ccccc1)c1nc(-c2cccc(C#N)c2)cs1 (configuration not stated),i,-14%,-1%,-3%,27%,19%,10%,.,-2%

# Some of these compounds in order of molecular weight, descending.
SMILES,Akt phos inh,FUS yeast rescue,Abeta yeast res,PTHR1 agonist,TDP-43 yeast inh,GLP-1R inv ag,HEK293 tox,Mm-Cpn inhibitor,aSyn rescue
Cc1ccc(S(=O)(=O)N(C)C)cc1NC(=O)COC(=O)CCCOc1ccccc1,i,15%,-4%,i,4%,22%,-4%,1%,-2%
Cc1nc2c(C(=O)NCCC(C)C)c[nH]n2c(=O)c1Cc1ccccc1F,.,29%,15%,-8%[57.5 µM],-20%,?,?,0%,22%
O=C(NCc1ccccc1F)C1CCCN1C(=O)Nc1cccc(F)c1 (configuration not stated),i,-6%,-1%,-22%,-4%,-22%,-9%,0%,-2%
Cc1sc(NC(=O)C2=COCCO2)nc1-c1ccc(Cl)cc1,i,-3%,-1%,-22%,24%,14%,-23%,-6%,4%
